# Compound activity: PubChem BioAssay, several laboratories
# FXIIa mix inh: human factor XIIa inhibitors, primary screen, biochemical, pooled compound mixtures, fluorogenic substrate | Coagulation factor XII (Homo sapiens), P00748 | purified FXIIa | inhibition, % at 5 µM | actives 0.2% (n = 62,000) | AID 684, 2007;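 also: 0% = enzyme without compound and 100% = no enzyme blank; some results filed as inactive read as strong as hits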
# ROCK2 inh: inhibitors of human ROCK2 kinase, primary screen, biochemical, high-throughput, luminescence | Rho-associated protein kinase 2 (Homo sapiens), O75116 | purified ROCK2, Kinase-Glo ATP depletion luminescence | inhibition, % at 6 µM | actives 0.35% (n = 60,000);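 active = inhibition above the screen-wide mean inhibition plus 3 SD, cut at about 18% in these data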;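 also: plate controls were DMSO wells for no effect and Y-27632 control wells after no-enzyme background subtraction for full effect; many of its hits are not listed in these tables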
# CatL inh: inhibitors of human cathepsin L, biochemical | AID 460, 2006 | actives 0.17% (n = 58,000) | inhibition, %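 (tested at 10 µM)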 | purified cathepsin L, fluorogenic substrate, fluorescence | Procathepsin L (Homo sapiens), P07711; in the data active = inhibition above about 45%;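 also: 0% = enzyme with no compound and 100% = no enzyme blank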
# JNK3 blocker: JNK3 kinase activity inhibitors, primary screen, biochemical, human, purified enzyme | Mitogen-activated protein kinase 10 (Homo sapiens), P53779 | HTS | inhibition, % at 8 µM | actives 0.61% (n = 60,000); in the data active = inhibition above about 17%;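 also: 0% = DMSO and 100% = reference inhibitor; many of its hits are not listed in these tables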
# C1s block: complement C1s protease inhibitors, primary screen, biochemical, 10-compound mixtures. purified C1s, fluorogenic AMC substrate, pooled mixtures. mean inhibition % of two 10-compound mixtures (hits give high values), % at 5 µM (by protocol). actives 0.16% (n = 62,000). AID 538, 2006;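 active = inhibition above 20% in each of the two 10-compound mixture wells holding the compound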;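 also: 0% = enzyme wells lacking compound mixture and 100% = no-enzyme blank wells; some compounds called inactive have numbers as strong as hits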
# Target sequence (P09871 16-437 limits assumed): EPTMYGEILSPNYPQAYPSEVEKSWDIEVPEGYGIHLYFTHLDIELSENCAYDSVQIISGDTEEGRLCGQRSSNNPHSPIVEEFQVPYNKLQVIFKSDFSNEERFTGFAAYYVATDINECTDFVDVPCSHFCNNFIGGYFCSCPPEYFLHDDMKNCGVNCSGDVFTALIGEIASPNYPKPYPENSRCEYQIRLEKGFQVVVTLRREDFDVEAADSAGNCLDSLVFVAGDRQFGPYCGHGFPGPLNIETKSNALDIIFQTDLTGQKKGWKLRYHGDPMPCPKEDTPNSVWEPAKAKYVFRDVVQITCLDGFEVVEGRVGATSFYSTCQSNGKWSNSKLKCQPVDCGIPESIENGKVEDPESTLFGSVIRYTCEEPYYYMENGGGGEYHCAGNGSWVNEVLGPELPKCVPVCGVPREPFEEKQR
# Target sequence (P09871 438-688 limits assumed): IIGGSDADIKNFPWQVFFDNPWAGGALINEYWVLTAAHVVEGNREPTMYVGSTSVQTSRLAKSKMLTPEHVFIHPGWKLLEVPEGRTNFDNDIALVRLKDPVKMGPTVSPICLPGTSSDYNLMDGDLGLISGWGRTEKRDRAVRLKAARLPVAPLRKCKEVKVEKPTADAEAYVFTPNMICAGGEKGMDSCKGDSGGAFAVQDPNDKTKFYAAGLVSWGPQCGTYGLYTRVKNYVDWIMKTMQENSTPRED
# PKA kinase inh: inhibitors of human PKA kinase activity, primary screen, biochemical, ATP-depletion luminescence, Kemptide substrate. cAMP-dependent protein kinase catalytic subunit alpha (Homo sapiens), P17612. PKA Kemptide phosphorylation, Kinase-Glo ATP luminescence. inhibition, % at 6 µM. actives 0.1% (n = 65,000). AID 524, 2006;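 active = inhibition above the screen-wide mean inhibition plus 3 SD, cut at about 21% in these data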; also: many of its hits are not listed in these tables
# FXIa inh mix: FXIa protease inhibitors in compound pools, primary screen, biochemical, 10-compound mixtures; Coagulation factor XI (Homo sapiens), P03951; actives 0.19% (n = 62,000); inhibition, % at 5 µM; purified FXIa, fluorogenic substrate, pooled mixtures;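 also: each value is inhibition by a whole ten-compound pool holding the compound; 0% = enzyme with no mixture and 100% = wells lacking enzyme; strong numbers were not always called active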
# Cathepsin G inh: human cathepsin G inhibitors, primary screen, biochemical, pooled compound mixtures, AMC fluorescence; purified enzyme, AMC-tetrapeptide fluorescence; inhibition, % at 5 µM (by protocol); actives 0.2% (n = 62,000); AID 581, 2007;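 active = inhibition above 20% in each of the two mixture wells holding the compound; inactive = inhibition of 20% or less in either well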;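 also: 0% = enzyme control without mixture and 100% = blank lacking enzyme; strong numbers were not always called active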
# Target sequence (P08311 21-244 limits assumed): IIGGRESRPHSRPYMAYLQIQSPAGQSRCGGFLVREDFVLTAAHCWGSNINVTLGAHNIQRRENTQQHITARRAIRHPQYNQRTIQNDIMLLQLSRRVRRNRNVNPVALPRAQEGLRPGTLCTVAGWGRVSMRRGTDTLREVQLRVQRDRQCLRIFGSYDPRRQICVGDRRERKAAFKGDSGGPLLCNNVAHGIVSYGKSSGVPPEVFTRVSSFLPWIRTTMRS
# CatS block: inhibitors of human cathepsin S, biochemical, compound mixtures | recombinant cathepsin S, AMC dipeptide fluorescence, pooled mixtures | inhibition, %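 (tested at 5 µM per compound within 10-compound mixtures)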 | actives 0.06% (n = 62,000) | AID 501, 2006; in the data active = inhibition above about 32%, passing the limit was not always enough;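 also: 0% = enzyme without compound and 100% = blank without enzyme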
# * = called active by the depositor; · = not tested or not shown. Rule as the data show it, unless noted: active = inhibition above about 20% (passing the limit was not always enough); inactive = the rest.
1	CCOC(=O)Cc1nnc(NC(=O)c2ccco2)s1
2	Cc1cccc(NC(=O)c2ccc(S(=O)(=O)N(C)C)cc2)c1
3	CCC(=O)Nc1cccc(NC(=O)c2ccc3c(c2)OCCO3)c1
4	O=C(C1CC1)n1cc(C(=S)N2CCOCC2)c2ccccc21
5	CCOc1ccc(C(C)(C)C)cc1S(=O)(=O)N1CCOCC1
6	Cc1ccc(C)c(Cn2nnc3c(=O)[nH]c(C(=O)NCC4CCCO4)nc32)c1 (centres undefined)
7	O=C(Cn1cc2c(n1)CCCCC2)NC1CCN(Cc2ccccc2)CC1
8	CCc1ccc(C(=O)NCC2COc3ccccc3O2)o1 (centres undefined)
compound no.	1	2	3	4	5	6	7	8
FXIIa mix inh	4	8	1	-17	1	6	14	-1
ROCK2 inh	-3	3	6	8	4	-1	1	2
CatL inh	5	·	3	-4	7	18	1	-6
JNK3 blocker	-4	7	5	-2	-3	-1	8	-3
C1s block	19	-1	-17	5	-53	-7	-7	-13
PKA kinase inh	-1	6	8	8	7	1	0	5
FXIa inh mix	8	2	-6	-3	1	3	5	-3
Cathepsin G inh	15	0	2	-1	0	-2	11	4
CatS block	-4	-1	-3	7	6	5	8	-4

9	c1coc(C2Nc3ccccc3-c3nc4ccccc4n32)c1 (centres undefined)
10	CCC(C)(C(=O)NC1CCCCC1)N(Cc1ccco1)C(=O)c1ccc2c(c1)OCO2 (centres undefined)
11	Cc1noc(C)c1COC(=O)COc1cccc2c1OC(C)(C)C2
12	CCCCN(CC)CCNc1c(NC2CCN(C(=O)OCC)CC2)c(=O)c1=O
13	Cc1ccc(C(=O)N2CCN(C(=O)CN3CCCC3)C2)cc1
14	CCN(CC)c1ccc(NC(=O)COc2ccc(C)cc2)cc1
15	COc1ccc(S(=O)(=O)N2CCC(C(N)=O)CC2)cc1
16	CCSc1nnc(NC(=O)c2c(-c3ccccc3Cl)noc2C)s1
compound no.	9	10	11	12	13	14	15	16
FXIIa mix inh	-9	5	14	4	4	2	-12	12
ROCK2 inh	·	0	5	3	-3	5	-2	6
CatL inh	-71	-2	12	·	8	7	·	5
JNK3 blocker	·	-5	-1	-4	1	-8	-5	3
C1s block	-66	32	-11	17	-2	15	-8	-5
PKA kinase inh	11	-2	8	6	-6	11	-3	5
FXIa inh mix	-11	30	-4	8	5	6	31*	-4
Cathepsin G inh	-3	33	4	9	3	10	48	9
CatS block	4	3	0	3	0	-1	2	-1

17	C=CCn1c(-c2ccccc2)c[nH]c1=S
18	COC(=O)c1cc2ccsc2n1CC(=O)Nc1cc(Cl)ccc1OC
19	CCCc1cc(C(=O)NCC(C)C)no1
20	c1ccc(-c2nc[nH]c2-c2ccccc2)cc1
21	COC(=O)c1ccccc1NC(=O)Cn1nc(C(F)(F)F)c2c1CCC2
22	CCOC(=O)C1(c2ccccc2)NC(c2ccc(N(C)C)cc2)C2C(=O)N(C)C(=O)C21 (centres undefined)
23	COC(=O)c1ccsc1NC(=O)c1ccc2c(c1)OCCO2
24	Cn1c(=O)c2c(nc(Sc3ncccn3)n2Cc2ccc(Cl)cc2)n(C)c1=O
compound no.	17	18	19	20	21	22	23	24
FXIIa mix inh	7	-13	13	2	-14	-4	8	8
ROCK2 inh	5	4	0	5	0	5	3	0
CatL inh	13	-3	15	-7	-5	27	10	·
JNK3 blocker	5	0	3	6	0	-1	7	7
C1s block	42	-2	16	2	-6	10	-8	7
PKA kinase inh	16	11	3	5	1	12	10	-1
FXIa inh mix	6	5	8	11	3	15	3	5
Cathepsin G inh	12	1	12	0	-11	8	-4	7
CatS block	15	-4	8	2	0	12	-6	-4

# Two of these compounds, reformatted:
# The line under a structure holds: FXIIa mix inh, ROCK2 inh, CatL inh, JNK3 blocker, C1s block, PKA kinase inh, FXIa inh mix, Cathepsin G inh, CatS block
18: COC(=O)c1cc2ccsc2n1CC(=O)Nc1cc(Cl)ccc1OC
  -13, 4, -3, 0, -2, 11, 5, 1, -4
19: CCCc1cc(C(=O)NCC(C)C)no1
  13, 0, 15, 3, 16, 3, 8, 12, 8

# The list continues:
25	CCOc1ccccc1NC(=O)c1ccccc1N(C)S(C)(=O)=O
26	Cc1cc(NC(=O)c2noc3c2CCc2ccccc2-3)no1
27	Cc1ccc(Cn2nnc3c(=O)[nH]c(C4CCN(S(=O)(=O)c5ccc(C)cc5)CC4)nc32)cc1
28	CC1C2CC(C(S(=O)(=O)N3CCOCC3)C2=O)C1(C)C (centres undefined)
29	Cc1nc2sc(C(c3ccc(Cl)cc3)N3CCOCC3)c(O)n2n1 (centres undefined)
30	Cc1ccc(C(=O)N2CCN(C(=O)CN3CCOCC3)C2)cc1
31	CCOC(=O)N1CCN(CCC(=O)Nc2ccc(OC(F)(F)F)cc2)CC1
32	CCOC(=O)Cn1c(=O)c2c(nc3n2CCS3)n(C)c1=O
compound no.	25	26	27	28	29	30	31	32
FXIIa mix inh	-5	10	1	1	-1	-4	2	6
ROCK2 inh	0	-2	·	6	0	1	-3	6
CatL inh	18	6	10	5	6	13	1	3
JNK3 blocker	-3	-5	·	-1	-6	3	3	2
C1s block	4	-13	-3	-24	-92	-50	-16	-6
PKA kinase inh	-6	-5	-4	11	1	8	-1	12
FXIa inh mix	-1	42*	2	-2	-8	-16	-3	4
Cathepsin G inh	2	95*	10	1	-10	-12	-3	1
CatS block	12	8	4	-5	-7	-1	1	16

# Only CatS block, PKA kinase inh and ROCK2 inh (two entries from above):
nr	structure	CatS block	PKA kinase inh	ROCK2 inh
2	Cc1cccc(NC(=O)c2ccc(S(=O)(=O)N(C)C)cc2)c1	-1	6	3
21	COC(=O)c1ccccc1NC(=O)Cn1nc(C(F)(F)F)c2c1CCC2	0	1	0

# Next part.
33	CCCN1C2CCCC1CC(NC(=O)c1ccccc1OCC)C2 (centres undefined)
34	CC1(C)OC(=O)C(=CNC(CCC(N)=O)C(=O)O)C(=O)O1 (centres undefined)
35	CC(C)OP(=O)(c1ccc(N(C)C)cc1)C(O)c1ccncc1 (centres undefined)
36	O=C(CSc1nnnn1-c1ccccc1)Nc1ncc2c(n1)CC(c1ccco1)CC2=O (centres undefined)
37	COc1cccc(C2/C(=C(\O)c3c(C)nc4c(C)cccn34)C(=O)C(=O)N2CCCN(C)C)c1 (centres undefined)
38	CCOc1cc(C)c(Cl)cc1S(=O)(=O)N(C)C
39	CC(=O)Nc1nonc1-c1nc2ccccc2n1CC1CC1
40	COC(=O)c1cc(-c2ccccc2)sc1NC(=O)c1cc(C)on1
compound no.	33	34	35	36	37	38	39	40
FXIIa mix inh	12	7	4	-2	-1	1	0	-16
ROCK2 inh	3	-2	9	3	8	4	0	-2
CatL inh	-7	2	14	5	20	6	14	-75
JNK3 blocker	0	4	1	3	-5	-4	1	0
C1s block	-1	-24	-12	-32	1	-158	-2	-20
PKA kinase inh	3	0	9	4	3	8	2	-1
FXIa inh mix	15	5	-2	-3	1	-19	-1	-1
Cathepsin G inh	-1	-11	6	4	12	-14	9	-1
CatS block	9	17	0	6	4	-22	9	12

41	O=C(CC1(O)C(=O)Nc2ccccc21)c1cccnc1 (centres undefined)
42	O=C(Cn1ccccc1=O)c1cccs1
43	COC(=O)C1=C(C)N(C)C(=O)NC1c1ccc(O)c(OC)c1 (centres undefined)
44	O=C(O)c1ccccc1C(=O)N1CCN(c2ccccc2)CC1
45	CCOc1ccc(NC(=O)C2CCC(C)(C(=O)O)C2(C)C)cc1 (centres undefined)
46	COc1ccc(S(=O)(=O)N2CCC(C(=O)N3CCCCCC3)CC2)cc1
47	O=C(Nc1nnc(-c2ccccc2Cl)o1)c1ccco1
48	C=C(C)CSc1nncn1/N=C/c1ccc(OC)cc1
compound no.	41	42	43	44	45	46	47	48
FXIIa mix inh	6	0	12	7	10	4	-20	1
ROCK2 inh	7	2	0	-2	4	5	3	5
CatL inh	7	3	·	0	3	-6	6	7
JNK3 blocker	1	-1	-8	-3	-7	-4	0	-7
C1s block	-4	15	-62	-9	4	3	4	1
PKA kinase inh	11	0	11	7	6	13	9	8
FXIa inh mix	15	4	5	1	0	12	9	-7
Cathepsin G inh	3	8	-4	-3	0	6	7	-6
CatS block	7	1	-6	-5	9	-7	-1	15

49	CCn1nnc(NC(=O)COc2ccc(C3CCCCC3)cc2)n1
50	Cc1cc(NC(=O)c2cc(C(C)C)on2)no1
51	CCOc1ccc(-c2nnn(CC(=O)NCc3ccco3)n2)cc1
52	COc1ccc(-n2cnc3c(sc4nccc(N(C)C)c43)c2=O)cc1
53	COc1cccc(C2C=C(c3ccc(OC)cc3OC)Nc3nnnn32)c1 (centres undefined)
54	COc1ccc(C(=O)Nc2c3c(nn2-c2cccc(Cl)c2)CS(=O)C3)cc1 (centres undefined)
55	CN(C)c1ccc(C2N(C(=O)N3CCOCC3)CCN2S(=O)(=O)c2ccccc2)cc1 (centres undefined)
56	O=C1NC(Nc2ccccn2)(C(F)(F)F)C(=O)N1c1ccc(F)cc1 (centres undefined)
compound no.	49	50	51	52	53	54	55	56
FXIIa mix inh	10	2	-22	-17	3	4	9	-16
ROCK2 inh	-4	-9	6	2	1	-1	6	3
CatL inh	-15	-4	-11	-12	-12	18	8	0
JNK3 blocker	-9	1	7	1	-8	0	-2	3
C1s block	-1	-3	4	1	11	-30	2	-29
PKA kinase inh	-9	-5	8	4	2	-2	9	0
FXIa inh mix	7	4	9	-1	2	1	2	0
Cathepsin G inh	0	-3	-1	-4	14	5	-1	-1
CatS block	-11	-7	-2	-1	1	4	3	-11

57	CCCCn1c(S(=O)(=O)O)nc2ccccc21
58	CS(=O)(=O)N1CCN(c2ncccn2)CC1
59	CC(C)CC1NC(=O)N(CC(=O)N2CCN(S(=O)(=O)c3ccc4ccccc4c3)CC2)C1=O (centres undefined)
60	Cn1c(SCc2cccc(C(F)(F)F)c2)nnc1-c1ccco1
61	Cc1ccc(S(=O)(=O)NCCN=C(CN2CCOCC2)NS(=O)(=O)c2ccc(C)cc2)cc1
62	COC(=O)c1ccc(Oc2nc(N3CCCCC3)nc(N3CCOCC3)n2)cc1
63	CCn1c(CNC(=O)COc2c(C)cccc2C)nnc1SCC(=O)Nc1nccs1
64	O=C(NCc1cn2ccsc2n1)c1c(F)cccc1Cl
65	CCOCCCNC(=O)Cc1c(C(=O)O)[nH]c2ccc(Cl)cc12
66	CCCc1nc(N)c(C#N)c(-c2ccco2)c1CC
67	c1ccc(CSc2nnc(-c3ccco3)n2Cc2ccccc2)cc1
compound no.	57	58	59	60	61	62	63	64	65	66	67
FXIIa mix inh	4	8	8	1	7	3	8	15	-16	8	-3
ROCK2 inh	-4	3	·	3	6	6	·	3	-8	-1	-2
CatL inh	6	-6	-7	-5	3	4	·	-11	5	-4	-4
JNK3 blocker	4	7	·	-2	-1	6	·	1	5	-9	-1
C1s block	-4	-22	-27	4	-125	-42	-8	4	-4	10	0
PKA kinase inh	-2	9	3	-3	6	9	2	2	-3	0	-4
FXIa inh mix	8	-1	7	4	-4	-13	-2	15	13	7	8
Cathepsin G inh	-4	-12	-3	3	-9	0	-1	-2	1	6	2
CatS block	14	-4	3	-2	-7	-11	7	-7	8	2	3
